# High-throughput results: PubChem BioAssay, National Center for Advancing Translational Sciences (NCATS)
# TbPYK inhibitor = inhibitors of Trypanosoma brucei pyruvate kinase. TbPYK enzyme, Kinase-Glo Plus ATP luminescence, 45 min. Potency, µM (doses to about 76.8 µM), for the others: at the highest dose activity, negative = inhibition, most hits filed as inhibitors. 410,000 tested, 0.12% active; further: nearly all actives have a fitted effect of over 50% in size
#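 Assay buffer: 50 mM TEA pH 7.2, 100 mM KCl, 10 mM MgCl2, 0.05% BSA, 0.01% Tween-20. Pyruvate kinase from T. brucei plus substrate met compound, then ADP (130 uM final). Luminescence was read post 45 min RT.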
# Pf growth 96h = P. falciparum growth inhibition at 96 hours | Potency, µM (series often up to 28.7 µM), for inactives: top-dose activity change, negative = inhibition, usual class: inhibitors | 320,000 tested, 6.9% active | P. falciparum luciferase reporter growth, 96 h | AID 504834
#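 Readout is luminescence from an integrated firefly luciferase in P. falciparum. Red cells, 2% hematocrit and 0.05% parasitemia final, were cultured with compound through two parasite generations (96 hours) at 37 C, 5% CO2.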
# HCV inhibitor = HCV inhibition | Potency, µM (doses to about 41.8 µM), inactives show at the top dose activity change, negative = inhibition, hits mostly inhibitors | Huh7.5.1 HCVcc-Cre infection, luciferase reporter, 44 h | 340,000 tested, 3.4% active
#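 Infectious HCV cell culture screen: compound-treated cells (1,000/well, pre-plated 4 h) are infected with HCVcc-Cre at roughly 0.5 moi and grown 44 h. Infection is quantified by luciferase signal after 15 min substrate incubation at room temperature.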
# Sm TGR block = S. mansoni TGR enzyme inhibition | 360,000 tested, 3% active | Q962Y6 | purified TGR, DTNB reduction, TNB absorbance 405 nm | Potency, µM (highest dose often 114 µM), inactives show top-dose activity change, negative = inhibition, actives largely listed as inhibitors; further: nearly all actives have a fitted effect of over 60% in size
#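 First, TGR (20 nM dispensed) and NADPH were mixed with compound. Second, a 15 min room-temperature incubation followed. Third, further NADPH and then DTNB were added to start the reaction. Finally, TNB absorbance was monitored kinetically.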
# Pf growth 48h = P. falciparum growth inhibition at 48 hours (one generation); P. falciparum luciferase growth in erythrocytes, 48 h; Potency, µM (titrated, usually from 28.7 µM), for the others: at the top dose activity change, negative = inhibition, most hits filed as inhibitors; 310,000 tested, 5.9% active
#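 Here the parasites carry a stable luciferase gene and grow inside erythrocytes in Albumax-based RPMI medium with compound for one erythrocytic cycle. Activity is scored as loss of luminescent signal.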
# LmPK inhibitor = blocks Leishmania mexicana pyruvate kinase activity; Q27686; purified LmPK, Kinase-Glo ATP luminescence, 1 h; Potency, µM (top dose mostly 57.5 µM), inactives show top-dose activity change, negative = inhibition, actives largely listed as inhibitors; 290,000 tested, 0.37% active
# Target sequence (Q27686 whole entry, looked up): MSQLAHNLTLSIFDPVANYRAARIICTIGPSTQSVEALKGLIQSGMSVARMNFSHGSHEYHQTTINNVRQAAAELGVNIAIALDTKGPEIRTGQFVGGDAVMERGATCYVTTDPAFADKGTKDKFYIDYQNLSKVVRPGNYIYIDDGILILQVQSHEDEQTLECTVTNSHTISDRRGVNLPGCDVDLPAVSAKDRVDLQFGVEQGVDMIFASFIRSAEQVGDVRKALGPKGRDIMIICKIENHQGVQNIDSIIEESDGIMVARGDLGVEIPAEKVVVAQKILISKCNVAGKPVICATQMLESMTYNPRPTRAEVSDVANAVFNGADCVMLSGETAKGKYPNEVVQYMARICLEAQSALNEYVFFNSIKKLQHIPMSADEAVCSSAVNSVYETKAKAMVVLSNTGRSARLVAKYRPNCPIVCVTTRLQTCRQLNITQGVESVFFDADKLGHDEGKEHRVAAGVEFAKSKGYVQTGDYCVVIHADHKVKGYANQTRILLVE
#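 Purified LmPK (0.1 nM) converted ADP (0.1 mM) to ATP with PEP (0.5 mM) in imidazole buffer pH 7.2 with KCl and MgCl2, 1 h at room temperature. ATP was read by Kinase-Glo luminescence; data normalized to uninhibited and no-enzyme controls.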
# Starred values were filed as active, the others as inactive; ? = inconclusive; / = not tested or not shown; & = joins results of further samples; [ ] = remark or other dose. The call rests on the fitted dose curve; in most records, active means well fitted curve in the direction sought with a large enough effect; inconclusive means small, poorly fitted or top-dose-only effect, or another doubt; inactive means no such curve, though single readings can be large; an effect the other way counts as inactive or inconclusive. On the % scale 0 is the no-effect control and ±100 the full control effect; potency means the concentration at half of the fitted maximal effect.
no.	Molecule	TbPYK inhibitor	Pf growth 96h	HCV inhibitor	Sm TGR block	Pf growth 48h	LmPK inhibitor
1	CC(C)Cc1cc(C(=O)Nc2cc(Br)ccc2O)no1	2.7%	-2.3%	7.3%	-0.9%	1.85µM*	3.0%
2	O=S1(=O)CCO[C@H]2Cc3ccccc3[C@H]2N1Cc1cccc(F)c1	5.0%	-11.0%	1.0%	-7.7%	40.3%[activator]	-3.2%
3	COc1ccc(NC(=O)C2CCCN2C(=O)NC2CCCCC2)cc1OC (configuration not stated)	-1.5%	14.8%	-5.5%	-19.7%	22.6%	2.6%
4	COc1cccc(N2CCN(C(=O)CCc3nnc4ccc(N5CCCC5)nn34)CC2)c1	-4.2%	?	0.7%	-32.4%	?	6.5%
5	O=C(NC1(Cc2ccccc2)CCN(CCc2cccs2)C1=O)c1ccccc1 (configuration not stated)	-9.4%	?	-29.2%	?	0.0%	/
6	CN(C)NC(=S)Nc1cccc(C(F)(F)F)c1	-1.0%	?	-1.5%	-8.1%	?	-1.5%
7	Cc1csc(NC(=O)Cc2ccc(Br)cc2)n1	-4.0%	180.1%[activator]	-20.2%	23.5%	32.9%[activator]	10.1%
8	CC(=O)c1cccc(S(=O)(=O)N2CCN(c3nc4cc(C)cc(C)c4cc3C#N)CC2)c1	-3.6%	-23.5%	12.6µM*	-30.5%	?	-0.7%
9	O=C(CCCN1C(=O)c2cccc3cccc(c23)C1=O)N1CCc2ccccc2C1	-5.9%	-4.8%	-1.6%	-21.2%	7.1%	8.1%
10	O=C(Nc1cccc(NC(=O)c2cccnc2)c1)c1ccccc1	2.6%	19.0%	8.2%	-14.8%	19.1%	-7.8%
11	CCCNNC(=O)C(O)(c1cccc(C)c1)c1cccc(C)c1	2.2%	-5.8%	27.2%	-3.5%	-7.6%	1.5%
12	CCCC(=O)Nc1ccc(Sc2ccc([N+](=O)[O-])cc2)cc1	-9.8%	14.7µM*	?	?	11.7µM*	7.8%
13	Cc1ccc(S(=O)(=O)CCC(=O)OCC(=O)N2CCN(c3ccccc3)CC2)cc1	0.4%	36.1%[activator]	12.3%	1.3%	-13.4%	/
14	Cc1ccc(S(=O)(=O)c2c(C)nn(C(C)(C)C)c2OC(=O)c2cccs2)cc1	-6.1%	?	?	-3.5%	3.2%	5.2%
15	CC(C)[C@H](NC(=O)Nc1ccc(S(N)(=O)=O)cc1)C(=O)O	0.3%	-9.7%	12.8%	4.9%	7.6%	-0.5%
16	CCc1c(C)nc2cc(C)[nH]n2c1=O	1.0%	3.7µM*	?	5.8%	-2.3%	-4.6%
17	CC(C)(C)NCC(O)c1cc(Cl)c(N)c(C(F)(F)F)c1 (configuration not stated)	2.1%	8.49µM*	/	/	13.5µM*	/
18	O=[N+]([O-])c1ccc2c(c1)Nc1nc3ccccc3nc1N2	-4.6%	?	7.3%	-13.9%	128.9%[activator]	-0.5%
19	Cc1ccsc1C(=O)OCC(=O)Nc1cccc(F)c1	0.4%	132.9%[activator]	-3.6%	-15.7%	115.5%[activator]	/
20	COc1ccc(Oc2nc3c(c(=O)n(C)c(=O)n3C)n2C)cc1	1.8%	1.0%	0.0%	-14.6%	-0.2%	0.6%
21	CCCn1cnnc1CNC(=O)C1CCC(=O)N(CCc2cccc(F)c2)C1 (configuration not stated)	6.0%	?	-2.1%	1.1%	42.5%[activator]	-4.0%
22	CNNCc1ccc(C(=O)NC(C)C)cc1	-10.5%&2.6%	?	-2.9%	/	-19.9%	/
23	COc1ccc(/C=N/N=C2/NC(=O)C(CC(=O)NC(N)=O)S2)cc1 (configuration not stated)	-4.8%	-2.0%	10.8%	?	-13.5%	-5.8%
24	CCOC(=O)c1cc(CC)sc1NC(=O)COc1ccc2c(C)cc(=O)oc2c1	2.0%	58.6%[activator]	6.7%	-4.0%	28.0%	1.5%
25	Cn1c(SCC(=O)NCCNC(=O)CSc2nnc(C(F)(F)F)n2C)nnc1C(F)(F)F	-4.4%	-26.7%	8.8%	-24.5%	/	1.9%
26	C=CCc1cccc(CNc2nc3ccccc3n2CC)c1O	-2.4%	/	?	1.7%	14.7µM*	-0.6%
27	Cc1ccc(N(C(C)C(=O)Nc2ccc(S(=O)(=O)N3CCOCC3)cc2)S(C)(=O)=O)cc1C (configuration not stated)	-5.1%	/	?	-4.5%	?	10.2%
28	CCCNc1nc(Nc2ccc(C)cc2)nc(N2CCCC2)n1	2.3%	2.08µM*	10µM*	3.7%	/	7.2%
29	CC[C@@]1(c2ccccc2C)C(=O)N(C(=O)OC)N1C(=O)OC	-16.1%	?	47.5%[activator]	6.31µM*	-18.1%	-3.3%
30	NNC(=O)CS(=O)(=O)c1ccc(Cl)cc1	4.5%	32.9%[activator]	15.9%	0.0%	37.4%[activator]	-1.5%

# Retrieved one by one from the entries so far:
no.	Molecule	TbPYK inhibitor	Pf growth 96h	HCV inhibitor	Sm TGR block	Pf growth 48h	LmPK inhibitor
21	CCCn1cnnc1CNC(=O)C1CCC(=O)N(CCc2cccc(F)c2)C1 (configuration not stated)	6.0%	?	-2.1%	1.1%	42.5%[activator]	-4.0%
29	CC[C@@]1(c2ccccc2C)C(=O)N(C(=O)OC)N1C(=O)OC	-16.1%	?	47.5%[activator]	6.31µM*	-18.1%	-3.3%
28	CCCNc1nc(Nc2ccc(C)cc2)nc(N2CCCC2)n1	2.3%	2.08µM*	10µM*	3.7%	/	7.2%

# (next part)
no.	Molecule	TbPYK inhibitor	Pf growth 96h	HCV inhibitor	Sm TGR block	Pf growth 48h	LmPK inhibitor
31	Cc1ccc(CN2C(=O)S/C(=C\c3ccccc3OCC(=O)O)C2=O)cc1	0.5%	5.22µM*	3.2%	8.0%	4.8%	1.7%
32	O=C(c1cccc(C(F)(F)F)c1)N1CCN(CCc2ccccc2)CC1	-1.6%	25.4%	1.8%	-0.2%	?	1.6%
33	CCn1c(=O)c2ccccc2n(Cc2cccc(C)c2)c1=O	0.1%	0.0%	12.9%	41.9%[activator]	2.0%	-3.5%
34	COC(=O)c1ccc2c(=O)n(CCN3CCOCC3)c(SCC(=O)Nc3ccccc3Cl)nc2c1	-0.6%	-16.7%	8.1%	-3.0%	-17.2%	11.7%
35	CCc1ccc(-c2cc(C)no2)cc1S(=O)(=O)N1CCN(c2cccc(C)c2C)CC1	2.0%	11.7µM*	-0.3%	7.4%	5.22µM*	-2.5%
36	Cc1cc(NCCO)c2ccccc2n1	-2.0%	?	8.8%	0.3%	-8.8%	-3.8%
37	O=C(CC(c1ccccc1)c1ccccc1)OCn1nnc2ccccc2c1=O	-6.1%	/	6.5%	-20.5%	10.2%	4.0%
38	c1ccc2c(N3CCCCC3)nc(N3CCCCC3)nc2c1	0.6%	/	-24.3%	3.0%	1.0%	-2.9%
39	CC(C)Sc1nc2ccccc2n1CC(N)=O	-1.3%	/	16.7%	-11.8%	11.5%	-0.7%
40	O=C(O)c1cccc(S(=O)(=O)N2CCCC2)c1	2.5%	-2.6%	/	?	-1.4%	5.1%
41	NC(N)=NS(=O)(=O)c1ccc(NC(=S)NC(=O)c2ccc3c(c2)OCO3)cc1	-1.1%	?	2.1%	?	45.4%	-11.7%
42	O=C(CCc1nnc(Cc2ccc(-c3ccccc3)cc2)o1)N1CCCC1	2.1%	9.28µM*	?	-0.4%	?	2.4%
43	COc1ccc2nc(SCC(=O)N3CCCCCC3)c(C#N)cc2c1	-4.1%	-15.7%	6.31µM*	-33.0%	?	-0.7%
44	CCOc1ccccc1OCCOCCN1CC(C)OC(C)C1 (configuration not stated)	19.6%	?	?	2.2%	-0.3%	-7.4%
45	c1coc(CNc2ncnc3[nH]ncc23)c1	2.5%	5.8%	-17.8%	-1.1%	?	-4.2%
46	Cc1ccc(O)c(-c2cc(-c3cccc(Br)c3)n[nH]2)c1	-6.8%	81.3%[activator]	?	15.7%	10.8%	-5.4%
47	O=C(CCn1cnnn1)N1CCCC(Nc2ccc(F)c(F)c2)C1 (configuration not stated)	5.6%	30.7%[activator]	8.8%	-14.6%	3.9%	-9.3%
48	Cc1nn(Cc2ccccc2)c(C)c1C(=O)NCc1ccccc1F	2.7%	?	7.6%	2.1%	-10.2%	1.9%
49	CCOC(=O)C1CCN(C(=O)COc2ccc(S(=O)(=O)N3CCCC3)cc2C)CC1	0.0%	3.29µM*	-26.4%	27.2%	-21.0%	0.7%
50	O=C(NCc1ccccc1)c1ccc(-c2ccc(F)cc2)o1	-11.6%	/	?	-28.9%	11.6%	5.9%
51	O=C(c1ccccc1)c1cc2ccc(O)cc2oc1=O	?	0.165µM*	8.9%	-12.3%	47.5%[activator]	3.55µM*
52	CCCCOc1ccc(CN=C(N)N)cc1Cl	0.0%	?	10µM*	6.4%	?	1.7%
53	NS(=O)(=O)c1ccc(NC(=O)COC(=O)CNC(=O)C23CC4CC(CC(C4)C2)C3)cc1	-10.0%	16.9%	8.3%	-4.0%	-7.6%	-1.9%
54	CS(=O)CSc1nc2c(cc1C#N)CCCC2 (configuration not stated)	-6.8%	?	?	1.8%	19.7%	-3.5%
55	CCSc1nnc(NC(=O)c2cc(-c3ccccc3O)n[nH]2)s1	1.4%	-8.2%	11.3%	-8.6%	?	4.3%
56	NNC(=O)C1CCCN1S(=O)(=O)c1ccc(Cl)cc1 (configuration not stated)	4.0%	-15.1%	6.3%	/	0.6%	-2.8%
57	O=C(O)c1c(C(=O)O)c(-c2ccc(Br)cc2)n2c1CSC2	0.8%	-1.2%	-12.3%	0.4%	-0.7%[0.00184 µM]	1.9%
58	CC12CCC(=O)N1C(C(=O)Nc1cc(Cl)ccc1N1CCOCC1)CS2 (configuration not stated)	-15.4%	?	-28.6%	1.9%	?	-0.7%
59	CC(CN1CCN(C)CC1)OC(=O)c1ccc(Cl)cc1Cl (configuration not stated)	0.3%	?	5.6%	7.6%	?	3.1%
60	CCCCc1nnc(NC(=O)CSCc2cc(=O)n3ccsc3n2)s1	3.7%	?	9.6%	5.9%	-5.5%	-3.8%

# Records 59–60 from above:
no.	Molecule	TbPYK inhibitor	Pf growth 96h	HCV inhibitor	Sm TGR block	Pf growth 48h	LmPK inhibitor
59	CC(CN1CCN(C)CC1)OC(=O)c1ccc(Cl)cc1Cl (configuration not stated)	0.3%	?	5.6%	7.6%	?	3.1%
60	CCCCc1nnc(NC(=O)CSCc2cc(=O)n3ccsc3n2)s1	3.7%	?	9.6%	5.9%	-5.5%	-3.8%

# More entries follow.
no.	Molecule	TbPYK inhibitor	Pf growth 96h	HCV inhibitor	Sm TGR block	Pf growth 48h	LmPK inhibitor
61	CCO[C@H]1OC(C(=O)O)=C[C@@H](C2CC2)[C@@H]1CCCO	/	80.8%[activator]	/	-16.8%	51.1%[activator]	2.5%
62	CCc1c(C(=O)Nc2nnc(C3CC3)s2)csc1C	-2.3%	/	-1.1%	-3.3%	50.2%[activator]	1.0%
63	CCN(CC)c1nc(N)nc(NS(=O)(=O)c2ccc(Cl)cc2)n1	3.2%	?	-1.7%	-0.9%	-8.1%	0.5%
64	Nn1c(SCc2cccc(C(F)(F)F)c2)nnc1-c1ccco1	3.8%	/	-6.5%	?	?	2.0%
65	NNC(=O)c1ccc(CSc2nc3ccccc3[nH]2)cc1	0.3%	?	-7.7%	9.5%	-18.8%	3.2%
66	COc1ccc(N2C(=O)c3ccc(C(=O)Nc4ccc(NC(C)=O)cc4)cc3C2=O)cc1	3.8%	-3.6%	18.5%	0.3%	?	-3.7%
67	O=C(Cn1ccc(C(F)(F)F)n1)N/N=C/c1cccs1	-3.8%	-5.8%	-12.1%	2.6%	-4.3%	-0.4%
68	COc1cccc(N2CN(CCc3ccccc3)CNC2=S)c1	1.1%	?	11.4%	4.7%	?	1.1%
69	CC[n+]1c(C)n(-c2ccccc2)c2ccc(NC(C)=O)cc21	-13.5%	-2.7%	-18.4%	-1.5%	4.65µM*	-7.2%
